Screening data as filed in PubChem.
p53 reactivation – qHTS assay for re-activators of p53 using a Luc reporter; Potency, µM (highest dose often 92.2 µM), for the others: at the top dose activity change, positive = activation, actives largely listed as activators; AID 504706, 2011; H1299 p53-A138V BP100-luciferase reporter, luminescence, 24 h; 0.063% of 320,000 active; further: % of control where 0% means no effect; nearly all actives have a fitted effect of over 45% in size
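H1299 (p53-null), stable ts p53-A138V + BP100-Luc; 1000 cells/well, Opti-MEM/10% FBS; cpd 4 pt, 1:5; 24 h, 37 deg C, 5% CO2; detection reagent 10 min RT; luminescence.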
uPA surface inh – qHTS for Inhibitors of Cell Surface uPA Generation; 0.31% of 330,000 active; AID 540303, 2011; Potency, µM (titrated, usually from 38.3 µM), without a hit: at the highest dose activity change, negative = inhibition, actives largely listed as inhibitors; cell surface uPA generation assay, qHTS; active means well fitted inhibition curve with a large enough effect; inconclusive means small, poorly fitted or top-dose-only effect; inactive means no such curve, though single readings can be large or run the other way; tested in mouse RAW 264.7 cells; further: on the % scale 0 is the no-effect control and ±100 the full control effect; nearly all actives have a fitted effect of over 55% in size
Rab9 promoter act – qHTS Assay for Rab9 Promoter Activators; 2.8% of 320,000 active; Huh7 Rab9 promoter-luciferase reporter, luminescence, 24 h; Potency, µM (highest dose often 9.22 µM), for the others: at the highest dose activation, negative = inhibition, usual class: activators; further: % of control where 0% means no effect; nearly all actives have a fitted effect of over 60% in size
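Cell-based reporter: Huh7 stable for Rab9 promoter-driven luciferase, plated in reduced-serum medium with 10% FBS at 1500 cells/well, compound-treated 24 h at 37 °C, luminescence read after 10 min reagent.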
Gal4-VP16 FLuc – VP16 counterscreen qHTS for inhibitors of ROR gamma transcriptional activity. Drosophila S2 Gal4-VP16 UAS-luciferase, luminescence, 20 h. Potency, µM (highest dose often 53.6 µM), for the others: at the highest dose activity, negative = inhibition, actives largely listed as inhibitors. 3.5% of 310,000 active. AID 2546, 2010;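 further: Gal4-VP16 expression switched on by copper sulfate through the metallothionein promoter; on the % scale 0 is the no-effect control and ±100 the full control effect; nearly all actives have a fitted effect of over 50% in size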
BRCA1 expr up – qHTS Assay to Identify Small Molecule Activators of BRCA1 Expression; 1.1% of 380,000 active; MCF7-BRCA1-FFLuc reporter, luminescence, 48 h; response scale: scaled: vehicle 0%, 10 µM genistein 100%; Potency, µM (top dose mostly 46.1 µM), for inactives: top-dose activation, usual class: activators; further: nearly all actives have a fitted effect of over 80% in size; some results filed as inactive show a strong effect at the top dose
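Using MCF7 cells harboring a BRCA1 firefly luciferase reporter, plated 2 h before compound pinning, the screen measured luminescence after 48 h incubation. Responses were normalized to DMSO and 10 microM genistein, then fitted for concentration-effect.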
FLuc modulator – qHTS profiling assay for firefly luciferase inhibitor/activator using purifed enzyme and Km concentrations of substrates (counterscreen for miR-21 project). AID 588342, 2011. purified FLuc, Km substrates, luminescence inhibition. Luciferin 4-monooxygenase (Photinus pyralis), P08659. Potency, µM (top dose mostly 57.5 µM), without a hit: top-dose activity change, negative = inhibition, actives largely listed as inhibitors. 6.9% of 360,000 active;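 further: plate controls were vehicle for no effect and reference inhibitor for full effect; nearly all actives have a fitted effect of over 55% in size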
Target sequence (P08659 whole entry, looked up): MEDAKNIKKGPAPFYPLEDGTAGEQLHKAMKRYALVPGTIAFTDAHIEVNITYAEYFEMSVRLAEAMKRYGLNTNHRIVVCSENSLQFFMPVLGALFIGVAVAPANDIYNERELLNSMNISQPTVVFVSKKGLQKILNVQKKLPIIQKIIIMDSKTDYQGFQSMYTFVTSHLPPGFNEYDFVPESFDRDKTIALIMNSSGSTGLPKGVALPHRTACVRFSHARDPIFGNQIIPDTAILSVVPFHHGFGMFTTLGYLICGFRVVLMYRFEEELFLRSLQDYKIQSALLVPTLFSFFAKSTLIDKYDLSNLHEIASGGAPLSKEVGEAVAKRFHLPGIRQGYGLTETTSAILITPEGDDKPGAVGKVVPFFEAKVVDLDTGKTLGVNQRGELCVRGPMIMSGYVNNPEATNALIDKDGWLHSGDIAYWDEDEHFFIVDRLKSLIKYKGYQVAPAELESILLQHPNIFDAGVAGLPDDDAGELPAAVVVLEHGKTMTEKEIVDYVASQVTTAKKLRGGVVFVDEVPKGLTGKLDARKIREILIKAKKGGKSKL
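Purified P. pyralis luciferase, 10 nM final, with Km-level 10 uM D-luciferin and 10 uM ATP in 50 mM Tris acetate pH 7.5, 10 mM Mg acetate, 0.01% Tween-20, 0.05% BSA; 6-point qHTS titration about 60 µM downward; luminescence read.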
RORg inh – qHTS for inhibitors of ROR gamma transcriptional activity; Nuclear receptor ROR-gamma (Mus musculus), P51450; Drosophila S2 Gal4-RORgamma UAS-luciferase reporter, 20 h; Potency, µM (top dose mostly 53.6 µM), for the others: at the top dose activity change, negative = inhibition, actives largely listed as inhibitors; 5.4% of 310,000 active; AID 2551, 2010; further: on the % scale 0 is the no-effect control and ±100 the full control effect; nearly all actives have a fitted effect of over 60% in size
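A Gal4/UAS one-hybrid system in insect cells: metallothionein-promoter Gal4–ROR gamma fusion plus Photinus luciferase reporter. Copper sulfate 700 uM final, 20 hr ambient incubation, luminescent detection after 10 min with reagent.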
NPC1 promoter act – qHTS Assay for NPC1 Promoter Activators. Potency, µM (top dose mostly 9.22 µM), without a hit: at the top dose activation, hits mostly activators. AID 485313, 2010. Huh7 NPC1 promoter luciferase reporter, 24 h. 2.4% of 320,000 active;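 further: % of control where 0% means no effect; nearly all actives have a fitted effect of over 60% in size; reporter is driven by a mutant NPC1 promoter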
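Stably transfected Huh7 (NPC1 promoter→luciferase), 1500 cells/well in Opti-MEM + 10% FBS, 2 h settle, then compound 24 h at 37 °C. Luminescence after 10 min with Amplite reagent.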
MBNL1 CUG block – qHTS Assay for Inhibitors of MBNL1-poly(CUG) RNA binding. Muscleblind-like protein 1 (Homo sapiens), Q9NR56. TR-FRET MBNL1-His/biotin-(CUG)12 binding, 665/545 ratio. Potency, µM (doses to about 57.5 µM), for inactives: at the top dose activity change, negative = inhibition, hits mostly inhibitors. 0.036% of 280,000 active. AID 2675, 2010; active means well fitted inhibition curve with a large enough effect in the signal ratio, with a control signal flat, not every such curve was filed as active; inconclusive means small, poorly fitted or top-dose-only effect, or effect the other way, or a change in a side signal; inactive means no such curve, though single readings can be large or run the other way; the % refers to the signal ratio; further: on the % scale 0 is the no-effect control and ±100 the full control effect
Target sequence (Q9NR56 whole entry, looked up): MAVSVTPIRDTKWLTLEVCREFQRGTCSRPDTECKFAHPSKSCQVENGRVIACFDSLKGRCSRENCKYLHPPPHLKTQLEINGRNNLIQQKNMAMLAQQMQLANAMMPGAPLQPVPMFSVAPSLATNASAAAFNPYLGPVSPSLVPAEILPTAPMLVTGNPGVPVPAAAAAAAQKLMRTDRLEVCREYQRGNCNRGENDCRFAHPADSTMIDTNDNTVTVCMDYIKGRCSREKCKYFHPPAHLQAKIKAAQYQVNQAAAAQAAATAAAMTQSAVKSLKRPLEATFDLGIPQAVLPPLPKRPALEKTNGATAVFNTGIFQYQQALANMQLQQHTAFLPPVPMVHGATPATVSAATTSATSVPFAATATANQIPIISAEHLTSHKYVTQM
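Compounds (final 92 nM to 58 uM) are added to His-tagged MBNL1 and biotin-(CUG)12, then terbium anti-His antibody and streptavidin-XL665 (5 nM final). After 60 min at room temperature, the 665/545 nm ratio is read.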
ELG1 genotoxic – qHTS screen for small molecules that induce genotoxicity in human embryonic kidney (HEK293T) cells expressing luciferase-tagged ELG1 | 1.3% of 330,000 active | Potency, µM (highest dose often 46 µM), for inactives: at the highest dose activity change, positive = activation, actives largely listed as activators | AID 504466, 2011 | HEK293T ELG1-luciferase reporter, luminescence, 16 h; further: % of control where 0% means no effect; nearly all actives have a fitted effect of over 60% in size
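16 hr compound incubation (37 °C, 5% CO2) of HEK293T cells carrying luciferase-tagged ELG1; luciferase then measured by ONE-Glo luminescence after 30 min at RT.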
Numbers without * were called inactive; ? = inconclusive; / = not tested or not shown. Unless noted, the call rests on the fitted dose curve; in most records, active means well fitted curve in the direction sought with a large enough effect; inconclusive means small, poorly fitted or top-dose-only effect, or another doubt; inactive means no such curve, though single readings can be large; an effect the other way counts as inactive or inconclusive. Potency means the concentration at half of the fitted maximal effect.

item | mol | p53 reactivation | uPA surface inh | Rab9 promoter act | Gal4-VP16 FLuc | BRCA1 expr up
1 | COC(=O)C1(CC2CC(c3cccc(Br)c3)=NO2)CCN(C(=O)OC(C)(C)C)CC1 (stereo not given) | 10% | -4% | -2% | -2% | -25%
2 | Cc1c(NC(=O)c2ccc(-c3ccccc3)cc2)cccc1C(=O)O | -11% | ? | ? | ? | ?
3 | Cc1ccc(CNC(=O)C2CC(=O)N(C3CCCCCCC3)C2)cc1 (stereo not given) | 1% | 8% | 5% | -2% | -10%
4 | NC(=O)NC(c1ccc(Cl)cc1)c1ccccc1Cl (stereo not given) | 9% | 5% | 1% | -8% | -9%
5 | Clc1ccc(C2=NCCn3nc4ccccc4c32)cc1 | 9% | ? | -5% | / | -53%
6 | CC1=CC(C)C(C[N+]2(C)CCCCC2)C(C)C1 (stereo not given) | 7% | -1% | -9% | 3% | 3%
7 | c1ccc(OCc2noc(CN3CCC(C4CCCCC4)C3)n2)cc1 (stereo not given) | 3% | 0% | -6% | 2% | -1%
8 | CCn1cc(C(=O)O)c(=O)c2cc(F)c(N3CCN(C(=S)NC(=O)c4ccc(F)cc4)CC3)cc21 | 1% | -3% | 2% | 4µM* | 0%
9 | O=S(=O)(Nc1ccc2c(c1)OCO2)c1ccc(Cl)cc1F | -2% | 3% | -3% | / | 1%
10 | Cc1cc(C)n(-c2nc3ccccc3nc2N2CCN(C(=O)c3ccc(F)cc3)CC2)n1 | -5% | 4% | -2% | 9% | -8%
11 | O=C(CN1CCCN(Cc2ccc(F)cc2Cl)C1=O)NC1CCCCCCC1 | -6% | / | 0% | -5% | -36%
12 | Cc1ccc(NCc2nnc(SCC(=O)O)n2Cc2ccccc2)cc1Cl | 9% | 1% | -6% | -11% | 2%
13 | CC(C)OCCCNC(=O)c1ccccc1NC(=O)C1=CSCCO1 | 1% | 2% | 0% | -13% | 8%
14 | COc1ccc(Br)cc1S(=O)(=O)N(CC(=O)N1CCOCC1)c1ccccc1 | -2% | 0% | 15% | 0% | 0%
15 | CCN1C(=O)c2cccc3c(S(=O)(=O)N4CCCC4C(=O)O)ccc1c23 (stereo not given) | 0% | 0% | 4% | -5% | 0%

item | FLuc modulator | RORg inh | NPC1 promoter act | MBNL1 CUG block | ELG1 genotoxic
1 | -6% | 34% | 0% | 0% | -2%
2 | 0.6µM* | 10µM* | ? | 8% | 0.29µM*
3 | 0% | 9% | -5% | 2% | -1%
4 | -13% | 33% | -7% | / | -1%
5 | -12% | / | 11% | / | 2%
6 | 0% | -3% | -1% | -7% | -3%
7 | -4% | 4% | -5% | -10% | -5%
8 | 0% | 2.5µM* | -1% | 6% | 0%
9 | / | / | -4% | / | 1%
10 | 0% | -14% | -1% | 5% | 2%
11 | 0% | 33% | 2% | -2% | -8%
12 | ? | -2% | -8% | -21% | 0%
13 | -1% | -2% | 2% | -1% | -5%
14 | 0% | -18% | -4% | -8% | -3%
15 | 0% | -17% | 0% | ? | 3%

In another format: results already given
| nr | SMILES | p53 reactivation | uPA surface inh | Rab9 promoter act | Gal4-VP16 FLuc | BRCA1 expr up | FLuc modulator | RORg inh | NPC1 promoter act | MBNL1 CUG block | ELG1 genotoxic |
| --- | --- | --- | --- | --- | --- | --- | --- | --- | --- | --- | --- |
| 9 | O=S(=O)(Nc1ccc2c(c1)OCO2)c1ccc(Cl)cc1F | -2% | 3% | -3% | / | 1% | / | / | -4% | / | 1% |
| 8 | CCn1cc(C(=O)O)c(=O)c2cc(F)c(N3CCN(C(=S)NC(=O)c4ccc(F)cc4)CC3)cc21 | 1% | -3% | 2% | 4µM* | 0% | 0% | 2.5µM* | -1% | 6% | 0% |

The list goes on.
item | mol | p53 reactivation | uPA surface inh | Rab9 promoter act | Gal4-VP16 FLuc | BRCA1 expr up
16 | COc1ccc(C(=O)c2ccc(OC)c(Br)c2)cc1Br | 6% | -3% | 1% | ? | -65%
17 | Cc1ccn2c(C(=O)N/N=C/c3ccc(CNC(=O)C(=O)Nc4ccc(C)c(C)c4)o3)c(C)nc2c1 | 17% | / | -1% | 2% | /
18 | Cc1cccc(C)c1N1CCN(S(=O)(=O)c2ccccc2)CC1 | -3% | 15% | -1% | -3% | -25%
19 | Cc1cc(OCC(=O)NCCc2c[nH]c3ccccc23)c2c(C)c(C)c(=O)oc2c1 | 5% | 7% | -2% | -17% | -3%
20 | Cc1ccc(-c2nc(CN3CCCCC3CCN3CCCC3=O)c(C)o2)o1 (stereo not given) | 0% | 0% | -4% | -3% | -8%
21 | COc1ccccc1NC(=O)CS(=O)(=O)c1cn(CC(=O)N2CCOCC2)c2ccccc12 | 5% | 4% | -1% | -8% | -3%
22 | O=C(O)CSc1ncn[nH]1 | -1% | 7% | 1% | 3% | 2%
23 | CCn1c(CNc2ccc(OC)cc2)nnc1SCC(=O)c1ccc(OC)cc1 | ? | -3% | -4% | ? | -1%
24 | Cc1ccc(C(=O)OCC(=O)NC2CC2)cc1S(=O)(=O)N1CCOCC1 | ? | 22% | -3% | / | 2%
25 | CCOC(=O)Cn1c(-c2ccccc2)nc2ccccc2c1=O | 21% | / | -23% | -9% | -2%
26 | COCCn1c(SCC(=O)Nc2ccc(OC)cc2)nc2c(oc3ccccc32)c1=O | -1% | / | 9% | -2% | /
27 | COc1ccc(S(=O)(=O)N2CCN(C(=O)c3ccco3)CC2)c(C)c1C | / | -11% | -6% | / | -23%
28 | COc1ccccc1NC(=O)c1ccc2c(c1)N(CC(=O)NC(C)(C)C)C(=O)C(C)(C)O2 | -9% | -1% | 10% | 6% | -22%
29 | COc1cccc2sc(N(CCCN(C)C)C(=O)c3sc4ccccc4c3Cl)nc12 | -12% | 2% | -1% | -26% | -14%
30 | O=C(NCC1CCCN1S(=O)(=O)c1ccccc1)c1cccc(Cl)c1 (stereo not given) | -11% | 0% | 1% | / | -18%

item | FLuc modulator | RORg inh | NPC1 promoter act | MBNL1 CUG block | ELG1 genotoxic
16 | 2% | 16% | 0% | 0% | 4%
17 | 6.7µM* | ? | 1% | -2% | 0%
18 | -4% | 11% | -4% | -7% | 1%
19 | 1% | 36% | -1% | 15% | -4%
20 | 0% | -17% | -7% | -13% | 4%
21 | -4% | -1% | 0% | -6% | 1%
22 | 4% | -16% | -3% | -5% | 0%
23 | -4% | 11% | 0% | 9% | -2%
24 | -3% | / | -1% | / | 0%
25 | 3% | -21% | -3% | -3% | 1%
26 | -2% | 30% | -4% | 0% | ?
27 | 0% | / | 4% | -6% | -11%
28 | 1% | -16% | -4% | -1% | -5%
29 | 1% | -30% | -4% | -3% | 0%
30 | -5% | / | -2% | / | -7%

Carrying on.
item | mol | p53 reactivation | uPA surface inh | Rab9 promoter act | Gal4-VP16 FLuc | BRCA1 expr up
31 | COc1ccc(Cn2nnnc2C(c2cccnc2)N2CCN(c3ccc(O)cc3)CC2)cc1 (stereo not given) | -10% | -3% | -5% | -4% | -2%
32 | COc1ccc(NC(=O)CSc2cc(C)nc3c(-c4ccccc4)cnn23)cc1 | 5% | 1% | -2% | -9% | -29%
33 | Cc1nn(-c2ccccc2)c(C)c1/C=N/NC(=O)CSc1nc2ccccc2c(=O)n1-c1ccccc1 | -10% | 15% | -5% | -29% | -20%
34 | COc1ccc(C2Nc3ccccc3C(=O)N2NS(C)(=O)=O)cc1 (stereo not given) | 7% | -4% | -8% | -8% | -31%
35 | O=C(Nc1nnc(SCC(=O)N2CCOCC2)s1)c1ccccc1Cl | ? | ? | ? | 6.3µM* | 50%
36 | O=C(c1ccc2ccccc2c1)C1CCCN(C(=O)CCn2cnnn2)C1 (stereo not given) | -1% | -1% | -3% | 8% | 0%
37 | Cc1nn2cnc3sc4c(c3c2nc1=O)CCCC4 | 13% | 5% | -7% | -2% | -2%
38 | CCOC(=O)c1cc(C(C)(C)C)n(CCCN2CCOCC2)c1C | -2% | -15% | -7% | 6% | -14%
39 | Cc1nn(-c2ccccc2C(F)(F)F)c(=O)c2noc(C)c12 | -3% | 4% | -1% | 3% | -2%
40 | COc1cccc(CNC(=O)Cc2ccc(OC)c(S(=O)(=O)N3CCOCC3)c2)c1 | 1% | 3% | -1% | / | -11%

item | FLuc modulator | RORg inh | NPC1 promoter act | MBNL1 CUG block | ELG1 genotoxic
31 | 1% | 31% | 1% | 1% | -3%
32 | -1% | -9% | -4% | / | 3%
33 | 0% | 31% | -1% | -4% | -2%
34 | 6% | 19% | -5% | -1% | -1%
35 | 8.5µM* | 10µM* | ? | -12% | 13%
36 | 4% | 15% | -3% | ? | 3%
37 | 4% | 25% | -1% | ? | -1%
38 | 3% | -22% | -1% | 1% | 1%
39 | 2% | 3% | 0% | / | -1%
40 | -3% | / | -1% | / | -3%
